Source: PubChem
Rev-erbA mod = modulators of human Rev-erb alpha DNA binding; P20393; Rev-erbα–FITC-DNA binding, fluorescence polarization, 90 min; activity, % at 10 µM; hit rate 0.79% among 370,000; AID 1259318;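 active means activity above about 14%, limit read from the data; passing the limit was not always enough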;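 further: 0% = DMSO wells with 35 nM protein and 100% = DMSO wells with 750 nM protein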
Target sequence (P20393 whole entry, looked up): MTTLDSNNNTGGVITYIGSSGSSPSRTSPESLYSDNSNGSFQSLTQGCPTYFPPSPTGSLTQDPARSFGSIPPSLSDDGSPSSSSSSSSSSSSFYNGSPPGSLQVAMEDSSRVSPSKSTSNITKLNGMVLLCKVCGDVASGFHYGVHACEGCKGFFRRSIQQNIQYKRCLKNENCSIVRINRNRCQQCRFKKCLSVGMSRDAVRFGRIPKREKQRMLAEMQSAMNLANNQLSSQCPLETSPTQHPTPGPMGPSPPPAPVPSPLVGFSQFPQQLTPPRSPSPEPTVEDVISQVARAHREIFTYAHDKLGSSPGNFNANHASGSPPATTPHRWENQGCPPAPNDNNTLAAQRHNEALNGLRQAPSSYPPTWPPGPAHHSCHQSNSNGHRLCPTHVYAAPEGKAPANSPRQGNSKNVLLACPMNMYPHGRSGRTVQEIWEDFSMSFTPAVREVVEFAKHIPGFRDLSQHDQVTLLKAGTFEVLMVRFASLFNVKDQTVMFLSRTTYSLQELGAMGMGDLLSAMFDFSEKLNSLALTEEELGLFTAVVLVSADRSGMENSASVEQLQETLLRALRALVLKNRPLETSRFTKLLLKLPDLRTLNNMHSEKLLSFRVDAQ
SMARCA2 activ = SMARCA2 function activation, primary screen; MG213 cells, MMTV-luciferase reporter, dexamethasone, overnight; activation, % at 9.1 µM; hit rate 1% among 370,000; AID 652017; in the data active means activation above about 7.8%;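 further: 0% = vehicle wells and 100% = reference activator wells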
ADAM17 inh = inhibits human ADAM17; inhibition, % at 6.95 µM; hit rate 0.83% among 370,000; recombinant ADAM17, EDANS/DABCYL FRET peptide cleavage;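 active means inhibition above the mean of compounds lying between control limits plus 3 SD, set per campaign, cut at about 8.5% in these data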;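 further: 0% = DMSO-only wells as the low control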
PLCb3 inh = blocks human PLC-beta3 enzyme activity; hit rate 0.18% among 370,000; Purified PLC-beta3, fluorogenic substrate, fluorescence; Q01970; inhibition, % at 12.2 µM; in the data active means inhibition above about 11%;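 further: 0% = median of compound wells on plate and 100% = full blocker control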
hgDAF-12 ag = hgDAF-12 agonism, primary luciferase screen; HEK293 GAL4-hgDAF12 UAS-luciferase reporter, agonist luminescence; normalized to butyrate control; activation, % at 6.8 µM; hit rate 1.8% among 370,000;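 active means activation above a cutoff set at the mean of all screened compounds plus 3 SD, cut at about 10% in these data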;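 further: 0% = DMSO wells and 100% = sodium butyrate wells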
ssDAF-12 act = activators of S. stercoralis DAF-12 nuclear receptor; HEK293 ssDAF-12/GRIP1 lit1-tk-luc reporter, luminescence; % of 3 µM dafachronic acid response; activation, % at 6.8 µM; AID 652126; hit rate 1% among 370,000;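 active means activation above the mean over all tested compounds plus 3 SD, cut at about 0.9% in these data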;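 further: 0% = DMSO-only wells and 100% = 3 µM delta7-dafachronic acid wells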
MBD2 inh = inhibitors of human MBD2 binding to methylated oligonucleotide; Q9UBB5; TR-FRET; inhibition, % at 4.4 µM; hit rate 0.31% among 370,000; AID 686964; in the data active means inhibition above about 13%
DAX1 inh-1 = inhibitors of DAX1 repression of SF-1 activated StAR promoter; inhibition, % at 6.8 µM; hit rate 1.1% among 370,000; HEK293T StAR-luciferase reporter, SF-1/DAX-1 repression relief; AID 652010;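 active means inhibition above the mean over all tested compounds plus 3 SD, cut at about 3.6% in these data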;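 further: 0% = DAX-1 cells with DMSO and 100% = cells lacking DAX-1 with DMSO; higher inhibition means more luminescence from relief of DAX-1 repression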
DAX1 inh-2 = inhibits human nuclear receptor DAX1. hit rate 0.99% among 340,000. inhibition, % at 6.75 µM. P51843. AID 504766. HEK293 Gal4-DAX1 luciferase reporter, luminescence;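 active means inhibition above the mean over all tested compounds plus 3 SD, cut at about 4.2% in these data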;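 further: 0% = DAX1-transfected cells with DMSO and 100% = empty-vector control cells with DMSO; inhibition shows as a rise in luminescence from relieved DAX1 repression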
Target sequence (P51843 207-470 limits assumed): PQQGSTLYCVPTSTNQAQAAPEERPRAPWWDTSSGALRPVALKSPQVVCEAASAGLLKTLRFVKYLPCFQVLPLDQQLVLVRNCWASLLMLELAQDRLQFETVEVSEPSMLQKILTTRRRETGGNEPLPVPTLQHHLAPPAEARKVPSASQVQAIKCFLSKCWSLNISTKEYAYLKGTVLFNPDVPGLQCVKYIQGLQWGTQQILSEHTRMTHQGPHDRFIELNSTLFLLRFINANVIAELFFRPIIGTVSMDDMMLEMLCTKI
PLCg1 inh = PLC-gamma1 (human) inhibition, primary screen; purified PLC-gamma1, fluorogenic substrate, fluorescence; inhibition, % at 12.2 µM; hit rate 0.84% among 370,000; in the data active means inhibition above about 9.5%
hcDAF-12 act = H. contortus DAF-12 activation, primary screen; HEK293 hcDAF-12 lit1-tk-luc reporter, luminescence; 0% DMSO, 100% Δ7-dafachronic acid; activation, % at 6.8 µM; hit rate 1.4% among 370,000;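 active means activation above the mean of all tested compounds plus 3 SD, cut at about 5.5% in these data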;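 further: 100% = response to 3 µM Δ7-dafachronic acid high control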
* hit, by the source's call; . = no result given.

SMILES	Rev-erbA mod	SMARCA2 activ	ADAM17 inh	PLCb3 inh	hgDAF-12 ag	ssDAF-12 act	MBD2 inh	DAX1 inh-1	DAX1 inh-2	PLCg1 inh	hcDAF-12 act
Cc1ccc(S(=O)(=O)N2C[C@H]3n4c(=O)ccc(=O)n4C[C@H](OC(=O)NCc4ccccc4F)[C@@]3(O)C2)cc1	-2.8	-4.1	-0.2	1.9	-2.6	-1.5	-1.2	-2.1	-0.9	0.5	-1.5
COc1ccccc1CNC(=O)CCCOc1cc(=O)n(C)c2ccccc12	-4.6	-2.1	-4.8	-1.8	-0.2	-0.9	-2.1	0.2	0.7	-2.4	-1.1
COc1ccc(CC(=O)n2[nH]c(=O)c3ccccc3c2=O)cc1OC	-4.2	-0.8	-4.7	-8.6	-1.5	-0.9	1.5	-0.4	2.0	0.0	-0.6
NC(=O)C1(Nc2ccc([N+](=O)[O-])cc2)CCCC1	8.2	2.2	-2.0	2.6	1.0	-1.4	-3.6	-0.9	-1.3	1.7	-1.2
COc1cccc(CCC(=O)N2CCC(n3nccc3NC(=O)CC(C)C)CC2)c1	-7.3	-1.6	-4.3	-3.7	-0.4	-0.3	-1.9	0.6	0.9	0.8	-1.1
COc1ccc(N2C3=C(CC4=C2CCCC4=O)C(=O)CCC3)cc1	-12.4	-2.1	-7.3	-12.0	2.1	-0.4	-5.3	0.5	-1.0	-9.0	-1.7
COc1cccc(-c2nc(CS(=O)(=O)CC(=O)Nc3cc(OC)ccc3OC)c(C)o2)c1	-2.5	-2.0	-5.2	-9.4	0.3	-0.7	3.4	-2.0	-0.2	0.3	-1.3
C=CCn1c(SCC(=O)c2c(N)n(CCC)c(=O)n(C)c2=O)nnc1-c1ccncc1	-1.8	-1.3	-9.6	-8.2	-0.7	-1.3	7.7	0.1	-0.5	-1.9	1.6
C=CCn1c(SCC(=O)N(CC)c2c(N)n(Cc3ccccc3)c(=O)[nH]c2=O)nnc1-c1ccccc1OC	-0.8	0.9	-3.3	-1.7	1.7	-1.1	-0.6	1.9	0.4	1.2	0.2
CN(C(=O)c1ccc(F)cc1)c1ccc(OCC(=O)Nc2ccccc2C(=O)O)cc1	1.9	-6.6	-4.7	-2.9	2.7	-0.3	4.9	0.5	0.0	-2.4	0.3
N#Cc1c(-c2ccccc2)ccn(Cc2ccc(Cl)cc2)c1=O	-3.0	0.2	-10.0	4.4	-0.1	-1.3	-1.4	0.3	0.4	0.8	-1.1
CC1Cc2ccccc2N1C(=O)C1CCN(S(=O)(=O)c2cccs2)CC1 (stereo not drawn)	0.2	-1.8	-3.4	-0.1	-0.4	-0.4	-1.1	0.1	-0.3	0.0	-1.1
CCN(CC(=O)NCc1cccs1)c1ccc(S(=O)(=O)N2CCCC2)cn1	-3.6	0.7	-4.6	-4.6	0.7	-1.3	-5.4	0.1	1.5	2.9	0.7
CC1CN(S(=O)(=O)c2cc(C(=O)N3CCCCC3C)ccc2Cl)CC(C)O1 (stereo not drawn)	1.3	-2.0	-4.5	-0.3	-0.9	-1.2	-5.0	-2.4	-0.2	3.9	-0.3
CCn1nc(C)c(NC(=O)CCCSc2nc(-c3ccco3)cc(C(F)(F)F)n2)c1C	-2.9	-2.6	-6.2	-0.5	-4.7	-2.1	6.0	-1.7	-1.6	1.4	-3.7
CCc1nnc(NS(=O)(=O)c2ccc(NC(=O)c3ccc(S(=O)(=O)N(CC)CC)cc3)cc2)s1	-4.7	0.5	-1.1	-2.5	0.0	-1.6	2.2	0.2	0.2	-1.5	2.5
CS(=O)(=O)Nc1ccc(Br)cc1	-7.1	-3.6	-2.6	3.2	-1.5	-0.8	0.6	-0.5	.	-0.1	-0.1
Cc1ccc2c(c1)NC(C(C)(C)C)CO2 (stereo not drawn)	0.9	-0.9	-1.9	0.5	0.4	-1.2	-0.9	1.2	0.2	0.2	-1.2
CCOc1ccc(OCCN2C(=O)NC(Cc3c[nH]c4ccccc34)C2=O)cc1 (stereo not drawn)	1.8	-1.6	2.5	3.7	-3.3	-0.3	1.3	-1.7	-2.5	-0.4	-1.7
O=C(CN(Cc1ccccc1)S(=O)(=O)c1ccccc1)N/N=C/c1ccc([N+](=O)[O-])cc1	1.7	-0.8	7.1	-1.1	1.0	-1.5	6.0	-1.1	0.5	6.3	-3.3
COc1ccc(NC(=O)c2cc3cc(OC)ccc3oc2=O)cc1	-5.6	-4.1	-7.3	-7.4	-1.3	-1.6	-5.2	0.3	-1.2	-2.0	-1.8
CCCCN(C)CCCNC(=O)c1cc(=O)[nH]c2ccc(S(=O)(=O)N3CCCCC3C)cc12 (stereo not drawn)	-3.2	8.2*	-1.1	-0.7	1.9	-1.4	-4.1	0.0	-0.4	-1.1	-0.7
COc1ccc2c(c1)C(C)CC(C)(C)N2C(=O)Nc1ccccc1 (stereo not drawn)	-1.6	-0.2	-7.1	-7.4	-0.1	-1.7	-0.6	0.0	1.5	-5.0	-1.9
COc1cc(C)ccc1OCC(=O)OCC(=O)NCC1CCCCC1	-2.2	-0.7	-0.7	-8.7	4.6	-1.1	-7.2	-2.1	0.9	-1.3	-0.3
COc1ccc(N2CCN(C(=O)c3ccc(Cl)c(S(=O)(=O)N4CCOCC4)c3)CC2)cc1	-5.9	-5.4	-1.2	-11.3	-2.6	-1.0	1.6	-1.4	0.5	1.2	-1.1
O=C1C(Cl)=C(NCC2CCCO2)C(=O)N1C1CCCCC1 (stereo not drawn)	3.7	-1.6	-0.4	-26.4	3.2	-1.1	-6.4	-0.5	0.0	-25.4	-1.5
C[C@H]1CCC[C@]2(O[C@H](CCO)C[C@@H](O)[C@@H]2O)O1	-3.8	-0.3	-3.3	3.7	-0.4	-1.1	0.3	-0.8	-0.1	2.1	-1.4
O=C(c1sc2ccccc2c1Cl)N1CCN(c2ccccc2F)CC1	1.5	-0.7	4.9	0.6	-2.9	-0.8	6.2	-0.6	-0.1	5.6	2.9
COc1ccc(CCNC(=O)CSc2ccc3ccccc3c2)cc1OC	0.6	-0.7	0.3	-2.3	-2.8	-1.3	-0.4	0.0	0.1	-0.5	-0.2
CC(C)(C)c1ccc(Cn2nnc3c(=O)[nH]c(C4CCCN(C(=O)c5cccs5)C4)nc32)cc1 (stereo not drawn)	-5.0	-5.7	7.8	-3.1	-0.9	-0.9	-0.7	-0.1	-2.5	7.5	-1.7
COc1ccc(C(=S)N2CCCCC2)cc1Br	3.5	-2.0	2.1	4.5	-1.8	-1.1	-1.9	0.5	-1.2	-1.5	-1.2
CCCc1ccc(-c2cc(NC(=O)Cc3c[nH]c4ccccc34)ccc2Nc2cccnc2)cc1	-0.6	-2.4	2.4	-0.6	1.8	-0.3	-5.9	-1.1	.	-2.8	2.1
Cc1ccc(C(=O)c2c3ccc([N+](=O)[O-])cc3[n+]([O-])n2CCCC(N)=O)cc1	6.9	0.0	-2.3	-8.8	-3.1	-0.1	-3.5	-0.4	-0.2	-4.9	2.2
CS(=O)(=O)N(Cc1ccccc1Cl)c1ccc(C(=O)NCc2ccccn2)cc1	-3.7	1.2	-1.9	-2.2	-1.3	-1.3	1.8	0.5	-0.2	-1.3	-3.0
O=C(/C=C/c1cccnc1)c1ccc(O)cc1	-4.1	1.6	4.6	-5.1	5.1	-1.4	-3.5	-0.1	-2.5	2.4	-1.8
Cc1ccc(-c2noc(-c3c(C)noc3C)n2)cc1	-2.5	-2.4	-3.8	-4.3	3.0	-0.1	-0.1	-0.4	0.3	-0.4	-0.2
COc1cc(C(=O)Nc2ccc(N3CCN(C(=O)c4ccc(C)cc4)CC3)cc2)cc(OC)c1OC	0.6	0.1	-0.8	-6.3	0.4	-0.9	-2.6	-0.9	-0.6	2.4	1.1
COc1ccc(C(=O)NC2CCCc3ccccc32)cc1S(=O)(=O)N1CCOCC1 (stereo not drawn)	3.2	1.7	-0.1	-10.2	-3.4	-2.0	1.8	-0.5	0.7	0.7	-0.2
COCCN(C(=O)c1csnn1)C(C(=O)NC1CCCCC1)c1sccc1C (stereo not drawn)	0.7	-1.5	-2.2	1.2	-2.5	-1.2	2.4	0.0	-0.7	-1.3	-1.8
COc1ccccc1N1CCN(C(=S)NC(=O)/C=C/c2ccccc2)CC1	-1.0	-2.4	-3.8	-6.2	0.9	-1.2	2.3	0.4	-0.3	-0.1	-1.5
CC1=Nc2ccccc2/C1=C\c1nc(-c2ccccc2)oc1O	9.7	-1.8	-10.5	-81.0	3.8	0.0	-2.4	0.6	0.2	-56.4	2.3
CCOC(=O)[C@@H]1[C@H]2COc3ccc(Br)cc3[C@@H]2N2C(=O)N(c3ccc(Cl)cc3)C(=O)[C@]12C	3.6	-0.8	-3.9	1.8	-1.0	-1.1	-2.7	-0.4	0.0	1.7	0.4
CN(c1ccccc1)S(=O)(=O)c1cccc(NC(=O)c2ccncc2)c1	-4.8	-5.0	-0.8	-7.1	-6.4	-2.1	1.6	-2.4	-3.2	-1.3	-5.1
CCOC(=O)C1CCCN(C(=O)CCNS(=O)(=O)c2ccc3c(c2)CCC(=O)N3)C1 (stereo not drawn)	-2.3	-0.9	-8.0	-2.7	1.0	-1.2	2.8	0.4	2.1	-3.2	-1.9
CCOc1ccc(NC(=O)CN2C(=O)COc3ccccc32)cc1	-5.0	-0.2	0.8	0.2	0.5	-1.5	4.1	-0.5	-0.3	4.3	-1.1
COc1ccc(N2C(=O)/C(=C\c3ccco3)N=C2SCC(N)=O)cc1Cl	0.8	0.1	-2.0	-16.9	1.4	-1.7	0.2	-0.6	.	-10.7	-1.5
O=S(=O)(Cc1ccccc1)N1CCN(Cc2ccc3c(c2)OCO3)CC1	-0.1	-2.0	-3.2	0.2	-2.1	-1.1	5.5	-1.2	0.1	2.1	-0.3
CCNc1nc(Cl)nc(NCc2ccccc2)n1	7.8	0.3	0.8	1.7	1.4	-0.7	2.5	0.1	0.2	-0.5	-2.0
Clc1ccc(-c2csc(N3CCOCC3)n2)cc1	-4.7	2.9	-2.9	-5.0	10.2	-0.7	1.9	1.7	0.8	2.3	1.4
COC(=O)c1nc(NC(=O)c2ccccc2Br)n[nH]1	.	-2.2	-9.6	-4.0	0.1	-0.8	6.5	-0.2	-0.4	2.0	-0.8

Next section:
SMILES	Rev-erbA mod	SMARCA2 activ	ADAM17 inh	PLCb3 inh	hgDAF-12 ag	ssDAF-12 act	MBD2 inh	DAX1 inh-1	DAX1 inh-2	PLCg1 inh	hcDAF-12 act
COc1ccc(C(c2nnnn2Cc2ccccc2)N2CCN(C(=O)c3ccco3)CC2)cc1OC (stereo not drawn)	-2.2	0.8	-6.0	-1.1	-1.5	-0.7	5.4	0.1	0.6	3.7	-0.3
C/C(=N\Nc1ccc(C(=O)O)cc1)c1ccc(-n2ccnc2)cc1	0.8	2.5	4.7	7.4	12.0*	-0.8	5.9	6.8*	-1.2	3.5	2.8
COc1cccc(OC)c1CNC(=O)CCSCc1ccccc1F	0.3	3.4	-1.6	-6.0	-1.5	-1.0	-5.0	0.9	0.5	2.3	-1.2
COc1ccc(CCNc2nc3ccccc3n3cnnc23)cc1OC	-1.6	0.2	-2.4	-4.6	-2.0	-0.9	6.4	0.1	2.7	0.8	-0.1
